Assay outcomes deposited in PubChem by National Center for Advancing Translational Sciences (NCATS).
MLL CXXC-DNA inh – MLL CXXC-DNA interaction inhibition | Q03164 | MLL-CXXC / FITC-HOXA9 DNA fluorescence polarization | Potency, µM (top dose mostly 115 µM), inactives show at the highest dose activity change, negative = inhibition, usual class: inhibitors | 0.037% of 290,000 active; active = well fitted inhibition curve with a large enough effect in the polarisation, with a control signal flat, not every such curve was filed as active; inconclusive = small, poorly fitted or top-dose-only effect, or effect the other way, or a change in a side signal; inactive = no such curve, though single readings can be large or run the other way; the % refers to the polarisation; also: potency is read from the fitted curve at half-maximal effect
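Steps: dispense CXXC domain solution (7 uM) → pin compounds or unlabeled HOX-A9 DNA control → 5 min ambient → add FLSN-HOX-A9 solution (50 nM) → spin → 30 min ambient → fluorescence polarization. Tris pH 7.5/NaCl/DTT/BSA buffer.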
MBNL1-CUG inh – inhibitors of human MBNL1 binding to CUG repeat RNA | Q9NR56 | Potency, µM (highest dose often 57.5 µM), for the others: top-dose activity change, negative = inhibition, usual class: inhibitors | 0.036% of 280,000 active | TR-FRET MBNL1-His/biotin-(CUG)12 binding, 665/545 ratio; active = well fitted inhibition curve with a large enough effect in the signal ratio, with a control signal flat, not every such curve was filed as active; inconclusive = small, poorly fitted or top-dose-only effect, or effect the other way, or a change in a side signal; inactive = no such curve, though single readings can be large or run the other way; the % refers to the signal ratio; also: potency is read from the fitted curve at half-maximal effect; % is scaled to controls: 0 for no effect and ±100 for the full control effect
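His-tagged MBNL1 binding to biotinylated (CUG)12 RNA was measured by TR-FRET using terbium anti-His antibody (0.055 ng/ul final) and streptavidin-XL665 (5 nM final). Compounds were titrated 92 nM to 58 uM; 60 min at room temperature.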
FBPA coupling cs – coupling enzyme interference in Giardia aldolase counter-screen. coupling enzyme system counterscreen, AmpLite Red fluorescence. activity change, negative = inhibition, % at 58.2 µM, hits read low. 0.67% of 290,000 active. AID 2472; in the data active = activity change below about -30%; also: % is scaled to controls: 0 for no effect and ±100 for the full control effect
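Counterscreen of the coupled detection system alone, without aldolase: glyceraldehyde-3-phosphate coupling enzymes plus AmpLite Red readout. Compounds at 57.5 uM final, 10 min RT preincubation, 20 min RT reaction, fluorescence 525/598 nm.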
KCNH2 3.1 inh – KCNH2 3.1 (human) potassium channel inhibition; U2OS KCNH2 3.1, thallium flux FluxOr; hits give low values; activity change, % (tested at about 1.8 µM); 0.95% of 340,000 active;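 active = maximum activity change below -70%; inconclusive = maximum activity change from -70% to -50%; inactive = maximum activity change above -50%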;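 also: thallium influx rate constant from kinetic fluorescence after stimulation buffer; % is scaled to controls: 0 for no effect and ±100 for the full control effect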
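We transduce U2OS cells with the mutant 3.1 virus, culture them overnight, load FluxOr with Red40 quencher for 45 min, then add stimulation buffer and read kinetically for 2 min to derive a normalized rate constant.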
a7 integrin act – activates integrin-mediated alleviation for muscular dystrophy; Potency, µM (highest dose often 38.3 µM), without a hit: at the highest dose activation, most hits filed as activators; AID 624291; alpha7betagal myoblasts, beta-gal FDG fluorescence, 48 h; 0.064% of 350,000 active;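 also: potency is read from the fitted curve at half-maximal effect; 100% = response of the positive control SU9516; nearly all actives have a fitted effect of over 60% in size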
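alpha7betagal+/- myoblasts (passage 13, 250/well) treated 48 h at 37C with compounds at 1:260 dilution of DMSO stock. Lysed, then beta-galactosidase activity read as FDG fluorescence (ex 480/em 540) after 30 min, with pre-read for autofluorescence.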
ASM inhibitor – human S-ASM enzyme inhibition | AID 504937 | P17405 | Potency, µM (doses to about 57.5 µM), without a hit: at the highest dose activity change, negative = inhibition, most hits filed as inhibitors | 0.006% of 340,000 active | placental ASM, HMU-PC fluorogenic substrate, 60 min; also: potency is read from the fitted curve at half-maximal effect
Target sequence (P17405 47-631 limits assumed): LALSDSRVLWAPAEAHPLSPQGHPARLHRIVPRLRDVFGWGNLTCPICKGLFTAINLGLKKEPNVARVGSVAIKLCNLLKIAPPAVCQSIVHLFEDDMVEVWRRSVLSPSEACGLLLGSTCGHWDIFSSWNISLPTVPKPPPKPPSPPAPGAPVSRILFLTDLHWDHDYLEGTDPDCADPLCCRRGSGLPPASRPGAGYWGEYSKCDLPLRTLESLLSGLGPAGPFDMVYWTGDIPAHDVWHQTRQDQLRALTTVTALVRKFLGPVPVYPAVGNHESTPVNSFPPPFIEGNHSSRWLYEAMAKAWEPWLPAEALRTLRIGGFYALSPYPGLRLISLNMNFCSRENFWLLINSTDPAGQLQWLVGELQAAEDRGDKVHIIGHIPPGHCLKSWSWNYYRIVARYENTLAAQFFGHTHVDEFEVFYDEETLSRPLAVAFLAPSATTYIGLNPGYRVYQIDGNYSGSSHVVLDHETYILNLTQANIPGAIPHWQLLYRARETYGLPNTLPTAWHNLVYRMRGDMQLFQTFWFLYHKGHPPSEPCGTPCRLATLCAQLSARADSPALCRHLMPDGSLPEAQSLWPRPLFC
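Steps: dispense placental human ASM, pin compound, wait 10 min at room temperature, add HMU-PC0 substrate at 9 uM final, incubate 60 min at 37 °C, add stop solution raising pH to 10, read fluorescence.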
GALK inhibitor – galactokinase (human) inhibition | Potency, µM (titrated, usually from 57.5 µM), for inactives: top-dose activity change, negative = inhibition, most hits filed as inhibitors | Purified GALK, Kinase-Glo residual ATP luminescence | 0.007% of 270,000 active; also: potency is read from the fitted curve at half-maximal effect; % is scaled to controls: 0 for no effect and ±100 for the full control effect
Target sequence (P51570 whole entry, looked up): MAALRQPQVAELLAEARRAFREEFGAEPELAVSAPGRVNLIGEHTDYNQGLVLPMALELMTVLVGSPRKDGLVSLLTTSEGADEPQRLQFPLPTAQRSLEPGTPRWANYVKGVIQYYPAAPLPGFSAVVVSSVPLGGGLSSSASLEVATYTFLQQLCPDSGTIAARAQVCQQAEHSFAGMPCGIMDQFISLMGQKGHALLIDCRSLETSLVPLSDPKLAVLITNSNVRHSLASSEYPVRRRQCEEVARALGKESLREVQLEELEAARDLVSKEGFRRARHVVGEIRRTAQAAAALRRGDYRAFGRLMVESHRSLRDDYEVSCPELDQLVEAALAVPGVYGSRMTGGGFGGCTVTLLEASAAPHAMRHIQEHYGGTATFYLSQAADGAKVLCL
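The enzyme phosphorylates galactose (100 uM) using ATP (35 uM); inhibition is detected as higher residual ATP, quantified by bioluminescence after 1 h reaction at room temperature, pH 8.0.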
hERG WT inh – KCNH2 (human, wildtype) channel inhibition | activity change, % at 1.84 µM | U2OS, BacMam KCNH2, thallium flux FluxOr; hits give low values | 0.37% of 340,000 active | Q12809;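 active = maximum activity change below -70%; inconclusive = maximum activity change between -70% and -50%; inactive = maximum activity change above -50%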; also: % is scaled to controls: 0 for no effect and ±100 for the full control effect
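U2OS cells transduced with wild-type KCNH2 virus are loaded with FluxOr dye for 45 min, and thallium flux is measured in kinetic reads before and after stimulation buffer. Rate constants are normalized to DMSO controls.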
TRPV1 ag – human TRPV1 agonism; 0.19% of 320,000 active; activation, % at 8.33 µM; Q8NER1; TRPV1-expressing cells, Fluo-8 calcium influx, agonist mode; AID 540275; in the data active = activation above about 80%; inconclusive = between about 30% and that limit; also: 0% is about no effect
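Cells expressing TRPV1 were dye-loaded with Fluo-8 and read kinetically: 10 s baseline, 3 min after compound (agonist portion), then 2 min after EC20 capsaicin (allosteric enhancer portion). Calcium-bound dye fluorescence at 480/520 nm.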
A-T KAP1 phos – potential ataxia-telangiectasia treatment; […] A-T fibroblasts, KAP-1 phosphorylation AlphaLISA; neocarzinostatin DNA damage 30 min before lysis; Potency, µM (titrated, usually from 57.5 µM), without a hit: top-dose activation, actives largely listed as activators; 0.19% of 320,000 active; also: potency is read from the fitted curve at half-maximal effect; % of control where 0% means no effect; nearly all actives have a fitted effect of over 45% in size
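hTERT-immortalized A-T patient fibroblasts ([…]), 500 cells/well in OPTI-MEM, 1% FBS, got compounds for 60 min, then NCS for 30 min at 37C. Lysates were then assayed for phospho-KAP-1 by AlphaLISA (anti-pKAP1 donor, anti-KAP1 acceptor beads), 6 hr at 25C.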
* marks the source's active call; other numbers are inactive results; i = inactive; u = inconclusive; x = no result given; [ ] = dose if it differs, or a comment. Unless noted, calls follow the shape of the dose curve; as a rule, active = well fitted curve in the direction sought with a large enough effect; inconclusive = small, poorly fitted or top-dose-only effect, or another doubt; inactive = no such curve, though single readings can be large; an effect the other way counts as inactive or inconclusive.

SMILES	MLL CXXC-DNA inh	MBNL1-CUG inh	FBPA coupling cs	KCNH2 3.1 inh	a7 integrin act	ASM inhibitor	GALK inhibitor	hERG WT inh	TRPV1 ag	A-T KAP1 phos
COc1ccc(CCNC(=O)C(=O)NCc2ccc(C(C)C)cc2)cc1OC	-2%	-5%	0	1	5%	-3%	2%	0	11	0%
COC(=O)c1c(C)nn(-c2ccccc2)c1N	6%	u	1	2	-8%	3%	x	-3	5	0%
O=c1oc2ccccc2cc1-c1csc(NN=C2CCCCC2)n1	-3%	u	0	6	1%	3%	4%	-4	13	-2%
COc1ccc(/C=C/C(=O)c2ccc(O)cc2)cc1CN1CCOCC1	7%	x	0	-11	-49%[inhibitor]	-1%	0%	4	29	-2%
Cc1ccc(NC(=O)c2c(C)noc2C)cc1S(=O)(=O)N1CCOCC1	x	x	x	26	1%	1%	x	6	x	-6%
CC(C)(C)c1ccc(NC(=O)C(=O)C2C(=O)Nc3ccccc32)cc1 (stereo not given)	2%	x	2	-2	1%	-1%	-1%	0	3	-1%
O=c1cc(CN2CCN(C/C=C/c3ccccc3)CC2)c2cc(O)ccc2o1	8%	17%	0	-99*	-41%	2%	-3%	-133*	1	-1%
Clc1ccc(Nc2ccc(-n3ccnc3)nn2)cc1Cl	24%	1%	0	4	-9%	-15%	-1%	-5	10	0%
CCOC(=O)N1CCN(c2c(NCC3CCCO3)c(=O)c2=O)CC1 (stereo not given)	-2%	-3%	-1	2	-25%	2%	1%	-4	5	2%
COc1ccc(/C=C2/SC(=O)N(CCC(=O)Nc3ccccc3C(=O)O)C2=S)cc1	22%	4%	3	6	14%	-3%	-4%	-11	-11	1%
Cc1cccc(Nc2nnc(SCC(=O)Nc3ccccc3[N+](=O)[O-])s2)c1C	13%	u	-6	-10	-18%	-8%	-1%	3	4	-5%
CC(C)CNC(=O)c1ccccc1NC(=O)Nc1ccccc1	8%	15%	1	5	-1%	-2%	1%	8	13	-1%
Cc1cc2c(cc1S(=O)(=O)N1CCCCC1)OCC(=O)N2	x	-7%	4	0	5%	-1%	x	7	5	0%
CC1(C)CC(=O)C(C=NCCN2CCN(C3CC(=O)N(c4cccc(Br)c4)C3=O)CC2)=C(O)C1 (stereo not given)	0%	-9%	-1	-5	16%	2%	1%	2	-1	-2%
Cc1nn(-c2ccc(Cl)cc2)c2sc(C(=O)N3CCN(C(=O)c4ccco4)CC3)cc12	1%	2%	0	x	x	x	3%	x	-1	-18%
NNC(=S)NC1CC2CC1C1C=CCC21 (stereo not given)	-17%	-3%	-1	-21	10%	0%	x	8	10	-6%
COc1ccccc1NC(=O)c1cc2n(n1)C(C(F)(F)F)CC(c1ccc3c(c1)OCO3)N2 (stereo not given)	15%	9%	-6	-7	12%	-20%	1%	-1	-2	1%
CCOC(=O)N1CCN(Cc2nc(N)nc(Nc3ccc(Cl)cc3)n2)CC1	12%	18%	3	-100*	1%	4%	4%	6	5	0%
COc1ccc(CC(=O)c2ccc(O)cc2O)cc1OC	-5%	9%	8	-1	-3%	-1%	2%	-1	-2	2%
COc1ccc(CCN(C)C2CCCN(C(=O)c3sccc3C)C2)cc1OC (stereo not given)	4%	-5%	-2	1	-31%	2%	7%	17	8	1%

One compound at a time (already shown). Screens in order: MLL CXXC-DNA inh | MBNL1-CUG inh | FBPA coupling cs | KCNH2 3.1 inh | a7 integrin act | ASM inhibitor | GALK inhibitor | hERG WT inh | TRPV1 ag | A-T KAP1 phos
COC(=O)c1c(C)nn(-c2ccccc2)c1N across the screens: 6% | u | 1 | 2 | -8% | 3% | x | -3 | 5 | 0%
O=c1oc2ccccc2cc1-c1csc(NN=C2CCCCC2)n1 across the screens: -3% | u | 0 | 6 | 1% | 3% | 4% | -4 | 13 | -2%
CC(C)CNC(=O)c1ccccc1NC(=O)Nc1ccccc1 across the screens: 8% | 15% | 1 | 5 | -1% | -2% | 1% | 8 | 13 | -1%

Next part
SMILES	MLL CXXC-DNA inh	MBNL1-CUG inh	FBPA coupling cs	KCNH2 3.1 inh	a7 integrin act	ASM inhibitor	GALK inhibitor	hERG WT inh	TRPV1 ag	A-T KAP1 phos
O=C(Nc1ccccc1C(=O)NCC1CCCO1)c1ccco1 (stereo not given)	8%	-6%	-1	19	1%	-1%	-4%	-3	1	4%
CCc1nc(C)cn1S(=O)(=O)c1cc(Cl)c(OC)cc1Cl	-2%	-10%	3	-10	9%	1%	-2%	-1	3	-10%
CCOC(=O)C1CCN(C(=O)CCc2nc3ccccc3[nH]2)CC1	8%	-5%	2	-19	-5%	3%	1%	0	1	-1%
Cc1c(C(O)CN2CCC(C(N)=O)CC2)c2ccccc2n1C (stereo not given)	-7%	12%	0	-14	1%	4%	2%	5	-6	-1%
COc1cc(/C=N/NC2=NS(=O)(=O)c3ccccc32)cc(OC)c1OC	9%	u	0	-5	20%	-3%	1%	-1	-1	-3%
CCCOc1ccc(-c2csc(N)n2)cc1[N+](=O)[O-]	20%	u	-4	-8	-2%	-6%	0%	-8	1	2%
COc1cccc(CNC(=O)N2CCN(c3ccccc3)CC2)c1	0%	-2%	0	0	4%	-14%	-3%	10	u	-5%
Cc1cc(N2CCOCC2)nc2ccc(NC(=O)CCC(=O)N3CCN(c4cccc(C(F)(F)F)c4)CC3)cc12	1%	-1%	0	-7	-41%	x	-1%	1	2	1%
CSc1nc(Cl)c(Cc2ccc(OCC(C)C)cc2)c(N2CCOCC2)n1	6%	-7%	-2	4	0%	-3%	-4%	-3	5	3%
C=C/C(C)=C/CC1C(=C)CCC2C(C)(C(=O)O)CCCC12C (stereo not given)	1%	-6%	8	0	-13%	-1%	4%	-2	-3	16%
COc1ccc(CCN(C)S(=O)(=O)c2ccc(Cl)nc2)cc1OC	2%	-5%	-3	20	-3%	4%	8%	4	5	0%
COc1ccc(-c2[nH]ncc2CN2CCC(c3ccncc3)CC2)cc1F	-6%	5%	1	-26	4%	4%	3%	13	-2	-16%
Cc1ccc(-c2nc(NCCCO)c3ccccc3n2)cc1	3%	-11%	-2	15	-18%	6%	5%	4	u	-3%
COCc1cc(=O)n2[nH]c(C(F)(F)F)nc2n1	-9%	4%	-9	1	2%	4%	1%	-4	-1	0%
CC(=O)N1N=C(c2cccs2)CC1c1ccc(Br)cc1 (stereo not given)	5%	68%[activator]	1	10	u	-9%	2%	1	14	23%
CC12CN3CC(C)(CN(C1)C3c1ccc([N+](=O)[O-])o1)C2=O (stereo not given)	8%	u	-1	30	3%	1%	7%	4	-3	-4%
COc1cccc(OC)c1OCC(O)CN1CCN(c2ccccc2F)CC1 (stereo not given)	u	0%	0	-29	12%	5%	-1%	-5	-1	23%
O=C(c1ccc(F)cc1)c1ccc(OCC(=O)N2CCOCC2)cc1	x	x	x	13	u	3%	x	-10	x	-3%
O=S(=O)(Nc1nc2ccccc2nc1Cl)c1cccc(C(F)(F)F)c1	4%	4%	13	3	-3%	69%[activator]	-1%	13	-1	-1%
CCOc1cc(/C=N/NC(=O)CCCC(=O)NC2CCCCC2)ccc1O	-1%	13%	2	-2	-18%	50%[activator]	1%	-8	2	6%
COCc1cc(C)nc(SCc2nc3ccccc3c(=O)[nH]2)c1C#N	13%	7%	1	22	10%	1%	4%	-2	-3	4%
O=C1C2CC=CCC2C(=O)N1c1ccc(NCCc2ccc(Cl)cc2)c([N+](=O)[O-])c1 (stereo not given)	15%	2%	1	-2	-13%	-16%	2%	-2	-2	-3%
CC(C)(C)NC(=O)NC(=O)CN1CCN(S(=O)(=O)c2ccc3c(c2)OCCO3)CC1	-2%	8%	0	-5	-40%[inhibitor]	0%	-3%	-10	8	36%
CCn1c2ccccc2c2cc(/C=C(/C#N)C(N)=S)ccc21	x	x	x	12	11%	-23%	x	0	x	x
NC(=O)c1ccc(N2CCCCC2)c(N2C(=O)C3CC=CCC3C2=O)c1 (stereo not given)	-3%	-4%	6	1	10%	2%	-2%	-2	0	0%
CCOC(=O)CC(NC(=O)c1cccs1)c1ccc(C)cc1 (stereo not given)	4%	-9%	0	1	u	-3%	-4%	6	15	0%
COc1ccccc1Nc1ncnc2c1oc1ccccc12	14%	28%	-4	3	-24%	1%	0%	-1	u	-5%
CC1(C)CC(N=Cc2c(O)n(Cc3ccc4c(c3)OCO4)c(=O)c3ccccc23)CC(C)(C)N1	100%[activator]	-1%	-1	13	-21%	-6%	-3%	-8	-3	-18%
Cc1cc(C)n2c(SCC(=O)NC3CCCC(C)C3C)nnc2n1 (stereo not given)	1%	-1%	0	-1	9%	-2%	0%	i	0	-3%
CCOC(=O)NC(=O)CSc1ccc(C)cc1C	2%	-7%	-1	7	13%	-5%	13%	13	16	-5%
O=C(Cc1cccs1)Nc1cccc(-c2nc3ccccc3[nH]2)c1	12%	x	1	16	-29%	-4%	2%	1	3	2%
